Assay outcomes (PubChem BioAssay)
Polio RdRp inh = inhibitors of poliovirus RNA polymerase binding and polymerization; % elongation, % (compound at 16.7 µg/mL); poliovirus polymerase elongation, fluorescence polarization; stronger effect = lower value; AID 588519; 150,000 compounds, 0.66% hits; in the data active = % elongation below about 90%; also: some results filed as inactive read as strong as hits
Target sequence (P03300 1749-2209 limits assumed): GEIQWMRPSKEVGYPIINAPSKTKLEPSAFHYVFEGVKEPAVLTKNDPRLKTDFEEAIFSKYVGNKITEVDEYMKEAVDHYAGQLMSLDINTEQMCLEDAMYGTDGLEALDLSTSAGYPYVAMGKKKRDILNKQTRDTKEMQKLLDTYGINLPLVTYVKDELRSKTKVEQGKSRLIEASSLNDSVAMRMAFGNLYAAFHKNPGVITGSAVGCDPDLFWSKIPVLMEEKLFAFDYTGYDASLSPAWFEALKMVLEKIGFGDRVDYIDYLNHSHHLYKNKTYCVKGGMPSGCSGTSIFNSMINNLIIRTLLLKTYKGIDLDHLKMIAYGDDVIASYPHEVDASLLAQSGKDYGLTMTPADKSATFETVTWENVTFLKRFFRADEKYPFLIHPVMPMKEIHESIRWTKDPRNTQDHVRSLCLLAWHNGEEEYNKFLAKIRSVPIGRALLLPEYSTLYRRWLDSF
Polio RdRp inh FP z-score = further read-out of Polio RdRp inh, marked with its call; z-score; measured here: FP z-score; hits read low
* = called active by the depositor; & = joins results of further samples.

SMILES	Polio RdRp inh	Polio RdRp inh FP z-score
Nc1ncnc2c1nc(Br)n2C1O[C@H]2COP(=O)(O)O[C@@H]2[C@@H]1O (some centres not stated)	102&102	0.2&0.4
O=C(CSc1ccccc1)Nc1nnc(C2CC2)s1	108	0.5
CC(C)NC(=S)N1CCN(Cc2ccc3c(c2)OCO3)CC1	100	-0.2
COc1ccc(-c2nc(SCC(=O)NCCc3ccc(OC)c(OC)c3)n[nH]2)cc1	105	-0.8
Cc1ccc2nc(NC(=O)c3cccn(Cc4ccc(Cl)cc4)c3=O)sc2c1	110	0.5
CSc1ccc(S(=O)(=O)N(C)C)cc1	101	0.2
CN1CCCN(C(=O)c2cnccn2)c2nc3ccccc3nc21	102	-0.1
Cc1ccc2nc(SC(C)C(=O)Nc3ccc(C#N)cc3)[nH]c2c1 (configuration not stated)	100	-0.4
Cc1onc(-c2c(Cl)cccc2Cl)c1C(=O)N=S(C)(C)=O	103	-0.4
CCc1ccccc1NC(=O)Cn1nc(C(F)(F)F)c2c1CCC2	106	0.5
CCn1cc(C(=O)NC2CCCCCC2)c(=O)c2cc(F)c(N3CCN(C(C)=O)CC3)cc21	105	0.4
CN(Cc1ccccc1)C(=O)Cn1c(=O)c2cccn2c2ccc(F)cc21	105	-0.3
CN(C)C(=S)c1ccc2ccccc2n1	101	0.3
c1ccc2[nH]c(C3CCCCC3)nc2c1	101	-0.2
CC(=O)N1N=C(COc2ccc(Cl)cc2Cl)OC1c1ccco1 (configuration not stated)	100	-0.4
Cc1cc(Br)ccc1NC(=O)CN(C)C(=O)C1=COCCO1	103	0
O=C(O)c1cccc(NC(=O)c2cc3cc(Br)cc(Br)c3oc2=O)c1	99	-0.6
CCc1ccccc1NC(=S)Nc1ccc(Oc2ccc(Cl)cc2)cc1	107	0.3
COc1ccc(-n2nc(C(=O)NCc3ccc(F)cc3Cl)c3c4ccccc4n(C)c3c2=O)cc1Cl	110	1
CC(C)C(NS(=O)(=O)c1ccc2c(c1)OCCO2)C(=O)OCc1cn2cc(Cl)ccc2n1 (configuration not stated)	103	0
Nc1ccc(O)cn1	100	-0.4
Cc1c(-n2c(O)c(C3=c4ccccc4=NC3=O)sc2=O)c(=O)n(-c2ccccc2)n1C	100	-0.1
Cc1cc(/C=C(\C#N)C(=O)Nc2ccccc2)c(C)n1-c1ccc(F)cc1	98	-1.5
O=C(c1ccccc1)N1CCC(c2ccncc2)CC1	100	-0.5
CC(C)(CC(=O)O)CC(=O)N1CCN(c2ncccc2C#N)CC1	104	0.2
COC(=O)C1=C(C)NC(C)=C(C(=O)OC)C1C	106	0.3
CCc1ccc(C(=O)NC(C)C2CCCO2)s1 (configuration not stated)	103	0.4
c1ccc(-c2nc3c4ccccc4ccn3c2CN2CCOCC2)cc1	102	0.2
Cc1nc2ccc(Cc3ccc4nc(C)[nH]c4c3)cc2[nH]1	98	-0.5
CCCOC(=O)Cc1n[nH]c(=O)[nH]c1=O	103	0.4
FC(F)(F)c1cccc(N2CCN(C3=Cc4ccccc4CC3)CC2)c1	105	0.4
O=C(/C=C/c1ccc(Br)o1)NC1=NCCS1	104	0.9
O=C(N/N=C/c1ccncc1)C1CCCCC1	103	1.4
Cc1ccc(-c2noc(CSc3nnc(C)n3-c3ccc(F)cc3)n2)cc1	109	0.8
O=C(CNC(=O)c1ccccc1Cl)OCc1cc(=O)n2nc(C3CC3)sc2n1	108	0.3
COc1cc(C(=O)CSc2ccc(C)cc2)cc(OC)c1OC	95	-0.7
CC(=O)NC1CCSC1=O (configuration not stated)	101	0.1
CCn1c(=O)c2cc(C(=O)NCCCOC)sc2c2ccccc21	97	-0.7
NS(=O)(=O)c1ccc(CCNC(=O)c2ccc(Cl)cc2)cc1	99	-0.6
O=C(N/N=C/c1ccc(-c2ccc(S(=O)(=O)Nc3ncccn3)cc2)o1)c1cccnc1	97	-0.8
Cc1cccc(N(C)S(=O)(=O)c2cc3[nH]c(=O)c(=O)[nH]c3cc2C)c1	103	-0.8
COc1cccc(CNC(=O)c2cccc(-n3c(C)nc4cccnc43)c2C)c1	112	0.8
NC(=O)C1=C(N)NC(=S)NC1c1ccccc1 (configuration not stated)	96	-0.8
Cn1c(COc2ccc(C(C)(C)c3ccccc3)cc2)n[nH]c1=S	103	0
CC1=C(C(=O)Nc2ccc(Cl)cc2C(=O)N2CCN(c3ccccc3)CC2)SCCO1	105	0.4
Cc1cccc(CN2C(=O)c3ccccc3S(=O)(=O)c3ccc(C(=O)N(C)Cc4ccccc4)cc32)c1	107	0.3
Cc1ccc(CNc2nc(C)c3nc(-c4ccccc4)oc3n2)cc1	101	0.2
OCc1cn(-c2ccccc2)nc1-c1cccs1	104	0.4

Full records, quoted from the list. Order of values: Polio RdRp inh | Polio RdRp inh FP z-score
Results for NC(=O)C1=C(N)NC(=S)NC1c1ccccc1 (configuration not stated) = 96 | -0.8
Results for Cn1c(COc2ccc(C(C)(C)c3ccccc3)cc2)n[nH]c1=S = 103 | 0

Following part
SMILES	Polio RdRp inh	Polio RdRp inh FP z-score
Cc1cc(C)cc(NC(=O)CCc2c(C)nc3nc(CNC(=O)c4cccc(F)c4)nn3c2C)c1	106	0
Brc1ccc2c3c(ccc2c1)OCN(c1ccccc1)C3	102	0
Cn1c(=O)cc(Cl)c2ccccc21	100	-0.4
CCCS(=O)(=O)c1nc(S(=O)(=O)c2ccc(Cl)cc2)c(N2CCC(O)CC2)s1	101	-0.5
O=C(O)[C@@H]1CCCN1Cc1ccccc1	111	0.8
CSc1nc(N)nc(SCC(=O)Nc2ccccc2)c1C#N	106	0.3
O=C(O)CN1CC(=O)Nc2ccccc21	102	0.1
CCOC(=O)N1CCN(Cc2ccc(O)c(OC)c2)CC1	97	-1.4
COc1ccccc1CNC(=O)c1ccc(C)c(-n2cnc3cccnc32)c1	102	-0.9
O=C(CSc1nccn1Cc1ccccc1)Nc1ccc2c(c1)OCO2	104	-0.8
Cc1cc(C(F)(F)F)nc2sc(C(=O)Nc3ccc(C(N)=O)cc3)c(N)c12	95	-0.6
CC(C)(C)C(=O)/C=C/Nc1ccc(C(=O)O)cc1	101	0.3
O=C(CSc1nc2c(c(=O)[nH]1)CCCC2)Nc1ccccc1C(F)(F)F	109	0.5
Cc1ccc(S(=O)(=O)NCC2CCC(C(=O)NCCc3ccc(Cl)cc3)CC2)cc1 (configuration not stated)	108	0.3
O=C(/C=C/C=C/c1ccccc1)c1ccc(Cl)cc1	103	0.2
O=C(NC1CCCCC1)N1CCCC(c2nc(-c3ccc(Cl)cc3)no2)C1 (configuration not stated)	105	1.4
CCOc1ccc(C2CC(=O)n3nc(-c4ccc(C)cc4)nc3S2)cc1OC (configuration not stated)	110	-0.2
CCCCNC(=O)Nc1ccc(Br)cn1	105	0.2
COc1ccc(-c2oc3ncn4nc(-c5cccc(C)c5)nc4c3c2-c2ccc(OC)cc2)cc1	103	-0.4
O=C(CSc1nnc(-c2ccc(Cl)cc2)o1)Nc1ccc(F)cc1	110	0.3
COC(=O)CN1C(=S)N(C)C(=O)/C1=C/c1ccco1	105	1.2
COC(=O)C1C(=O)C2=C(CC1C)Nc1ccccc1NC2c1ccc(N(C)C)cc1 (configuration not stated)	103	0.8
O=C(NCc1ccccc1)c1ccccc1C(=O)c1ncc[nH]1	101	-0.2
Cc1cccc(-c2nc3cc(NC(=O)c4ccc(OCC(C)C)cc4)ccc3o2)c1	109	0.5
O=C(CNC1CC1)Nc1c(Cl)cccc1Cl	101	-0.2
Cc1nc(N2C(=O)c3oc4ccccc4c(=O)c3C2c2ccccc2F)sc1C (configuration not stated)	99	-1
N#Cc1ccccc1S(=O)(=O)Nc1ccccc1	103	0
c1ccc(CNc2ncnc3nc[nH]c23)cc1	106&103&99	0.2&0.3&-0.2
O=C(CCCN1CCN(c2ccccn2)CC1)c1ccc(F)cc1	101&100	0.9&0
CCC(Oc1ccccc1)C(=O)Nc1ccc(OCc2cc(=O)n3ccccc3n2)cc1 (configuration not stated)	92	-3.1
CCCCOc1ccc(NC(=O)CCC)cc1	102	-0.2
CC1(C)Oc2ccc3ccc(=O)oc3c2/C(=C/O)C1=O	103	0.8
Cc1cc(-c2ccc(S(=O)(=O)NC(C)(C)C)s2)n[nH]1	102	0.9
COc1ccc(CNC(=O)Cn2ncc3c([nH]c4ccccc43)c2=O)cc1	110	0.7
O=S(=O)(NCc1ccc(F)cc1)c1ccc2[nH]c3c(c2c1)CCCC3	109	0.7
COc1ccc(CC(=O)OCC(=O)Nc2cc(C)ccc2C)cc1	101	-0.1
CN1CCc2cccc3c2[C@H]1Cc1ccc(O)c(O)c1-3	98	-0.6
COC(=O)c1sc2cccc(F)c2c1S(=O)(=O)N1CCN(c2ccccc2OC)CC1	107	0.2
CC1CCc2cc(F)ccc2N1S(=O)(=O)c1ccc(N2CCCCS2(=O)=O)cc1 (configuration not stated)	100	-0.4
CC1Cc2ccccc2N1C(=O)COC(=O)c1ccc(S(=O)(=O)N2CCCC2)cc1 (configuration not stated)	104	0
Fc1ccc(-c2csc(-c3ccc(-c4cccs4)s3)n2)cc1F	102	0.2
COc1ccc(NC(=O)c2c(-c3ccccc3)c(-c3ccccc3)nn(C)c2=O)c(OC)c1	111	1.3
CCOc1ccc2c(c1)c(=O)c(S(=O)(=O)c1ccc(C)cc1)cn2Cc1ccccc1Cl	100	-1.4
COC(=O)c1ccc(COC(=O)c2ccccc2NC(=O)Cc2ccccc2)o1	98	-0.8
CCn1c(COc2ccccc2)nnc1SCC(=O)CC(=O)Nc1ccccc1OC	103	0.3
CCOc1ccc(NC(=O)Cn2c(=O)n(CCc3ccccc3)c(=O)c3c4c(sc32)CN(C(C)=O)CC4)cc1	108	1
[O-]/[N+](=C\c1ccncc1)c1ccccc1	102	0.1
CN(C(=O)CSc1nc2ccccc2c(=O)n1-c1ccc(F)cc1)C1CCS(=O)(=O)C1 (configuration not stated)	106	0.5

Reformatted with values under each structure: 5 of the compounds above
The line under a structure holds: Polio RdRp inh, Polio RdRp inh FP z-score
- O=C(CCCN1CCN(c2ccccn2)CC1)c1ccc(F)cc1
    101&100, 0.9&0
- CCC(Oc1ccccc1)C(=O)Nc1ccc(OCc2cc(=O)n3ccccc3n2)cc1 (configuration not stated)
    92, -3.1
- CCCCOc1ccc(NC(=O)CCC)cc1
    102, -0.2
- CC1(C)Oc2ccc3ccc(=O)oc3c2/C(=C/O)C1=O
    103, 0.8
- Cc1cc(-c2ccc(S(=O)(=O)NC(C)(C)C)s2)n[nH]1
    102, 0.9

(more compounds)
SMILES	Polio RdRp inh	Polio RdRp inh FP z-score
O=C1C=CC(=O)N1CCc1ccc(Cl)cc1	101	0.1
CC(C)CN(CCCNC(=O)CN1C(=O)CSc2ccc(S(=O)(=O)N3CCOCC3)cc21)CC(C)C	118	1.8
CCOC(=O)N1CCN(C(=O)CNC(=O)c2cc(C)cc(C)c2)CC1	98	-0.1
NC1=NN=C2CCCN3C(=C12)C=Cc1ccccc13	102	0.1
O=C1Nc2ccccc2SC1Nc1ccc(-c2nnc3n2CCCCC3)cc1 (configuration not stated)	98	-0.5
O=c1oc2ccccc2cc1-c1nnc(-c2cccc(Br)c2)o1	99	-0.9
O=C(CNC(=S)N1CC2CC(C1)c1cccc(=O)n1C2)N1CCCC1 (configuration not stated)	100	-0.3
COc1ccc(-c2c(C)nn3c(N4CCC(C)CC4)cc(C)nc23)cc1OC	100	-1
Cc1ccc(CNC(=O)CN2C(=O)COc3ccccc32)cc1	112	0.4
COC(=O)c1ccccc1NC(=O)COC(=O)C1=NNC(=O)CC1	112	0.5
CC1=C(C#N)C(c2ccc(Br)cc2)C2=C(CCCC2=O)N1 (configuration not stated)	105	0.8
Cc1nc2ccn(Cc3ccco3)c(=O)c2cc1C(=O)N1CCN(c2ccc(F)cc2)CC1	110	0.8
Cc1onc(-c2c(F)cccc2Cl)c1C(=O)ONC(=O)c1ccccc1	101	-0.3
O=C(O)C1C2C=CC3(CN(Cc4ccncc4)C(=O)C13)O2 (configuration not stated)	111	0.8
COc1ccccc1CCNC(=O)C(=O)NCC(c1ccco1)S(=O)(=O)c1ccccc1 (configuration not stated)	100	-1.5
O=C(NN1CCOCC1)C12CC3CC(CC(C3)C1)C2	100	0.2
COc1ccc2cc(C(N)=O)/c(=N\NC(=O)c3ccccc3)oc2c1	96	-1.4
CC(C)c1ccc(C2N=C(N)Nc3nc4ccccc4n32)cc1 (configuration not stated)	103	-0.1
CC(NCc1ccc(C(=O)O)s1)c1ccccc1 (configuration not stated)	103	-0.1
O=C(NCC1CCCO1)c1cc2cc(Br)ccc2oc1=O (configuration not stated)	103	0.5
O=C(c1ccc2c(c1)N(Cc1ccc(F)cc1)CCS2)N1CCOCC1	98	-1.5
O=C(NNc1ncnc2ccccc12)c1ccncc1	106	0.6
O=C(Nc1ccc(-c2cn3c(n2)SCC3)cc1)c1ccc2nonc2c1	100	-0.6
COc1cccc(NC(=O)Cn2cc(C(=O)c3ccc(F)cc3)c(=O)c3cc(OC)ccc32)c1	108	0.3
O=C(O)CSc1ccc(Br)c2cccc(Cl)c12	100	-0.3
Nc1ccc(OCCN2CCCCC2)cc1	101	-0.1
O=C(NCCCO)Nc1ccc(Cl)cc1	100	-0.6
Cc1ccc(NC(=O)c2c3c(nc4ccccc24)C(=O)N(C2CCCCC2)C3)cc1F	105	0
CN1C(C(=O)NCc2ccccc2)=CC(c2ccco2)=NS1(=O)=O	106	1.3
CCOC(=O)c1cc2sccc2n1CC(=O)NC(C)C	105	1.3
Cc1ccc(-n2c(=O)c3ccc(C(=O)NCc4ccco4)cc3n(Cc3cccc(C)c3)c2=O)cc1	104	0.8

Some of the compounds tested (hit frequency here may not be typical).
